Screening results deposited in PubChem by National Center for Advancing Translational Sciences (NCATS).
HTT aggregate: inhibitors of mutant huntingtin aggregate formation in PC12 cells; PC12 HttQ103-GFP aggregates, Acumen cytometry, 40 h; Potency, µM (top dose mostly 46.1 µM), for the others: at the top dose activity change, negative = inhibition, usual class: inhibitors; 220,000 tested, 1.1% active; also: % is scaled to controls: 0 for no effect and ±100 for the full control effect; nearly all actives have a fitted effect of over 60% in size
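PC12 cells with ecdysone-inducible HTT exon1 Q103-GFP, induced by 100 nM tebufenozide, given compounds in a concentration series. GFP aggregates (1–25 um, 6 SD above background) counted in lysates by laser-scanning cytometry, 488 nm excitation.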
GAA glycogen: alters human alpha-glucosidase cleavage of glycogen | AID 2100 | P10253 | recombinant GAA, glycogen substrate, Amplex Red glucose oxidase fluorescence | Potency, µM (series often up to 76.4 µM), for inactives: top-dose activity change, negative = inhibition, actives largely listed as inhibitors | 300,000 tested, 0.38% active;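 also: 0% = full enzyme reaction and -100% = no-enzyme basal signal; the screen sought inhibitors and activators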
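Recombinant human alpha-glucosidase (4 nM final) hydrolysed bovine liver glycogen (30 ug) for 40 min at 37 C in pH 5.0 citrate/phosphate with 0.01% Tween-20. Released glucose detected by glucose oxidase/Amplex Red, Ex 573/Em 610 nm. Compounds up to 77 uM; AC50 from Hill fits.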
GoLoco inh red: inhibitors of human Gai1-RGS12 GoLoco interaction (red fluorophore); 230,000 tested, 0.44% active; AID 880; Gai1:RGS12 GoLoco peptide FP, rhodamine, 10 min; Potency, µM (top dose mostly 61.6 µM), for inactives: at the highest dose activity, negative = inhibition, most hits filed as inhibitors; P63096; active = well fitted inhibition curve with a large enough effect, not every such curve was filed as active; inactive = no such curve, though single readings can be large or run the other way; also: % is scaled to controls: 0 for no effect and ±100 for the full control effect; nearly all actives have a fitted effect of over 30% in size; many of its hits are not listed in these tables
Target sequence (P63096 whole entry, looked up): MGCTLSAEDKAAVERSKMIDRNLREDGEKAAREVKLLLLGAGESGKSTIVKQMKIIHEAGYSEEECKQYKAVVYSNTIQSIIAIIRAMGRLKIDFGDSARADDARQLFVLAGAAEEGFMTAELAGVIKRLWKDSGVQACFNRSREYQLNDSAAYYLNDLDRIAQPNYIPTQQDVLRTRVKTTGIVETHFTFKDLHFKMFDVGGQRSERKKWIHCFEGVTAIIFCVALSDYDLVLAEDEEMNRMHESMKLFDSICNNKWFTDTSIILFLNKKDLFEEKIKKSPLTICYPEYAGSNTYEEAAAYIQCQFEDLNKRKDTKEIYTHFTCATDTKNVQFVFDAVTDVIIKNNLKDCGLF
GAA spleen mod: inhibitors or activators of human alpha-glucosidase in spleen homogenate. human spleen homogenate, 4-MU-alpha-glucoside fluorescence. Potency, µM (doses to about 79.9 µM), inactives show at the highest dose activity change, negative = inhibition, hits mostly inhibitors. P10253. AID 2112. 240,000 tested, 0.006% active;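 also: 0% = enzyme with vehicle and -100% = no enzyme basal signal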
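Human spleen homogenate (1 ug) incubated with compounds and 1 mM 4-methylumbelliferyl-alpha-D-glucopyranoside in pH 5.0 citrate/phosphate buffer, 37 C, 40 min. Stopped at pH 10; 4-MU fluorescence (Ex 365/Em 440 nm); AC50 by Hill fit.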
IMPase Li cell: IMPase inhibition in cells with lithium potentiation. Potency, µM (top dose mostly 59.4 µM), for the others: at the top dose activity, negative = IMPase inhibition, most hits filed as inhibitors. CHO-M1 cells, IP1 TR-FRET (IP-One), carbachol + lithium. 210,000 tested, 0.35% active;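 also: IP1 builds up when IMPase is blocked and the TR-FRET signal falls; plate controls were basal vehicle for no effect and high inhibitor control for full effect; nearly all actives have a fitted effect of over 50% in size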
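CHO cells stably expressing M1 receptor (2000/well, cultured 16–30 h) treated 30 min at 37C with compound plus low lithium. Cytosolic IP1 by TR-FRET (665/620 ratio and 620 channel) after 10 min lysis; AC50 by Hill fit.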
GAA inh: inhibitors of human lysosomal alpha-glucosidase; purified human GAA, 4-MU-alpha-glucoside fluorescence; AID 1466; 200,000 tested, 0.005% active; Potency, µM (top dose mostly 76.9 µM), for the others: at the highest dose activity change, negative = inhibition, usual class: inhibitors;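 also: plate controls were uninhibited enzyme wells for no effect and no-enzyme background for full effect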
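Enzyme (4 nM final) mixed with compound (up to 77 uM), then 4-MU-alpha-D-pyranoside (400 uM final) added; 20 min at room temperature, pH 5.0. Reaction stopped at pH 10, fluorescence read, AC50 derived by Hill fit.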
HTT cytoprotect: cytoprotection in Huntington HTT-Q103 PC12 cell model. Potency, µM (series often up to 56.4 µM), inactives show cytoprotection (ATP increase), usual class: activators. AID 1471. PC12 HTT-Q103 induced, cytoprotection, ATP luminescence, 40 h. 230,000 tested, 0.14% active;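 also: % of control where 0% means no effect; nearly all actives have a fitted effect of over 45% in size; toxic huntingtin expression switched on by the ecdysone agonist tebufenozide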
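PC12 cells with ecdysone-inducible HTT exon 1 Q103-GFP, induced with 100 nM tebufenozide and co-treated with library compounds in a dose series (1536-well, 1500 cells/well). Cytoprotection read as ATP content by ATPlite luminescence.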
The depositor's hits bear a star; ? = inconclusive; . = not tested or not shown; [ ] = another dose, or the depositor's remark. Unless noted, calls follow the shape of the dose curve; as a rule, active = well fitted curve in the direction sought with a large enough effect; inconclusive = small, poorly fitted or top-dose-only effect, or another doubt; inactive = no such curve, though single readings can be large; an effect the other way counts as inactive or inconclusive. Potency is read from the fitted curve at half-maximal effect. Not all compounds are listed; rates above refer to the full screens.

| mol | HTT cytoprotect | GAA inh | GoLoco inh red | IMPase Li cell | HTT aggregate | GAA glycogen | GAA spleen mod |
| --- | --- | --- | --- | --- | --- | --- | --- |
| CN(C(=O)COC(=O)c1cc(-c2ccco2)nc2ccccc12)C1CCS(=O)(=O)C1 (configuration not stated) | -17%[10 µM] | . | -5% | . | -6%[9.22 µM] | -1% | 7% |
| Cc1cccc(NC(=O)C2CCCN(C(=O)Nc3ccccc3)C2)c1C (configuration not stated) | -21%[10 µM] | -1% | -11% | 28%[38.3 µM] | -9% | 2% | -5% |
| NC(=O)c1ccccc1NC(=O)COc1ccc(Cl)cc1 | 5%[10 µM] | . | 8% | . | -7%[9.22 µM] | 2% | 4% |
| CN1/C(=C\C(=O)CSc2nncn2C)C(C)(C)c2ccccc21 | -8%[10 µM] | 1% | 8% | 1% | 4% | 10% | -4% |
| COc1cc(CNCc2ccccn2)ccc1OCC(=O)NC1CCCCC1 | -2%[10 µM] | -10% | 3% | 0% | 13% | -1% | -1% |
| O=c1nc(N(c2ccccc2)c2ccccc2)[nH]c(=O)[nH]1 | 1% | -7% | 4% | -8%[38.3 µM] | -5% | 7% | 2% |
| O=c1c2cc(Br)ccc2nc(-c2cccc(C(F)(F)F)c2)n1O | -73%[inhibitor] | 5% | 9% | -16%[38.3 µM] | ? | 4% | 4% |
| Cc1ccc(N2CCN(S(=O)(=O)N3CCCCC3)CC2)cc1C | 19%[10 µM] | ? | 20% | 6% | 7%[9.22 µM] | 1% | -1% |
| C=CCn1c(C(CC)CC)nc2ccccc21 | 20%[10 µM] | . | 4% | . | 19%[9.22 µM] | 1% | 0% |
| O=C(Nc1cccc(C(F)(F)F)c1)c1cccnc1N1CCN(c2ccccc2)CC1 | -55%[inhibitor][10 µM] | -8% | -4% | 30%[38.3 µM] | ? | -14% | 2% |
| CC(C)CN1CCC(CN(C)Cc2nc(-c3cnccn3)no2)CC1 | -26% | -5% | 4% | 17% | 12% | -12% | -2% |
| C/C(=N/NC(=O)c1ccccc1)C1=C(O)CC(C)(C)CC1=O | 10%[10 µM] | 6% | 10% | 9% | 5%[9.22 µM] | -3% | -3% |
| CC(C)(C)[C@@H]1C=C(C(=O)NCc2ccccc2)O[C@H](OCc2ccc(CO)cc2)C1 | 24%[10 µM] | . | -1% | -4% | 10%[9.22 µM] | -6% | 1% |
| Cc1nc2ccc(NC(=O)NCCCO)cc2s1 | 2% | -1% | 9% | 10%[38.3 µM] | -18% | 3% | -6% |
| C/C(=N/NC(=O)c1ccccc1)C(=O)O | 12%[10 µM] | ? | 38%[activator] | 5% | 6%[9.22 µM] | -3% | 0% |
| COC(=O)c1cc(NC(=O)c2ccccc2)c(=O)oc1C/C=N\OCc1ccc(Cl)cc1Cl | -20%[10 µM] | -4% | 274%[activator] | 1%[38.3 µM] | 12% | -1% | -8% |
| O=c1c2ccc(Cl)cc2[nH]c(=S)n1CCC1=CCCCC1 | -9%[10 µM] | 4% | -3% | ? | -4% | 2% | -2% |
| C/C(=C\c1ccccc1)C(=O)c1c(C)cc(C)[nH]c1=O | 11% | 3% | -2% | 5% | -9% | 4% | -2% |
| CC(Nc1cc(N2CCN(S(C)(=O)=O)CC2)ccc1[N+](=O)[O-])c1ccccc1 (configuration not stated) | 24%[10 µM] | -11% | 18% | -4% | -10% | -14% | -2% |
| Cc1noc(C)c1-c1nccc(Nc2ccc(F)cc2)n1 | -41%[inhibitor] | . | -7% | 14% | . | . | -2% |
| CCC(=O)c1c[nH]c(C(=O)NCc2ccco2)c1 | 11%[10 µM] | 4% | 3% | -9% | -6% | 2% | -9% |
| CCCOc1ccc(C(=O)N2CC3(CC(c4cccc(NC(=O)[C@@H]5CCC(=O)N5)c4)=NO3)C[C@H]2C(=O)NC2(C(N)=O)CC2)cc1 (some centres not stated) | -14% | 1% | 8% | 1%[38.3 µM] | 15% | 7% | -7% |
| ClCc1cc2ccccc2nc1Cl | -5% | 2% | 9% | -4% | -10% | 6% | 7% |
| COc1ccc(-c2cc(CCCC(=O)NCCc3ccc(OC)cc3OC)no2)cc1 | -15%[0.074 µM] | 3% | -4% | 0%[38.3 µM] | -7% | 7% | -9% |
| CCCCNC(=S)Nc1ccc(Oc2ccccc2)cc1 | 22%[10 µM] | -4% | 11% | 9% | ? | ? | 0% |

Next part, starting with the last two of the part before.
| mol | HTT cytoprotect | GAA inh | GoLoco inh red | IMPase Li cell | HTT aggregate | GAA glycogen | GAA spleen mod |
| --- | --- | --- | --- | --- | --- | --- | --- |
| COc1ccc(-c2cc(CCCC(=O)NCCc3ccc(OC)cc3OC)no2)cc1 | -15%[0.074 µM] | 3% | -4% | 0%[38.3 µM] | -7% | 7% | -9% |
| CCCCNC(=S)Nc1ccc(Oc2ccccc2)cc1 | 22%[10 µM] | -4% | 11% | 9% | ? | ? | 0% |
| CCOC(=O)/C(C(=O)Nc1ccc(Cl)cc1Cl)=C1/NC(C)(C)Cc2ccccc21 | -6%[10 µM] | -2% | -4% | 1% | 16% | -7% | -17% |
| COCCn1c(-c2cccs2)nc2c(c(=O)c3ccccc3n2C)c1=O | -29% | -8% | 1% | -5%[38.3 µM] | -2% | 1% | -10% |
| Cc1ccc2nc(SCC(=O)Nc3cccc(S(=O)(=O)NC4=NCCCCC4)c3)[nH]c2c1 | -11%[10 µM] | . | 3% | . | 7%[9.22 µM] | -3% | 18% |
| Fc1ccc2[nH]c3c(N4CCN(C5CCCCC5)CC4)ncnc3c2c1 | -12% | -5% | . | . | -21% | -10% | 0% |
| O=C(O)CCCn1cc(NC(=O)c2ccc(F)cc2)cn1 | -9% | 14% | 6% | 5% | 22% | 9% | -2% |
| CCOc1ccccc1N1C(=O)CC(N(O)c2ccccc2)C1=O (configuration not stated) | -3% | -1% | 1% | 13%[38.3 µM] | -7% | -12% | 5% |
| NC(=O)CC[C@@H](N)C(=O)O | -43%[inhibitor] | . | 7% | -2% | 16% | . | -8% |
| Cc1ccc(-c2nnc(-c3cccc(Br)c3)o2)cc1 | -25% | ? | 3% | 33%[activator][38.3 µM] | 9% | 3% | -3% |
| COc1ccc(C(C)C)cc1S(=O)(=O)n1ccnc1C | -5%[10 µM] | -3% | 6% | -1% | 12% | 4% | -9% |
| O=C(COc1ccc(Br)cc1CNCCCN1CCOCC1)Nc1ccccc1 | . | -1% | -4% | 6% | 4% | 0% | 6% |
| CCn1ccc(C(=O)Oc2ccc(Cl)cc2)n1 | 29% | -1% | 10% | 2%[38.3 µM] | 11% | 6% | -11% |
| COc1cc(OC)c(OC)cc1CN1CCN(c2ccccc2OC)CC1 | 4% | -3% | 8% | 4%[38.3 µM] | ? | 2% | -2% |
| CC(=O)NC(Cc1ccc(C)cc1)C(=O)NC1CCN(C(=O)c2cnccn2)CC1 (configuration not stated) | -1% | -10% | -4% | 21%[38.3 µM] | -22% | 2% | -4% |
| CCN(CC)N=Nc1ccc(S(N)(=O)=O)cc1 | 41%[10 µM] | -13% | -14% | 9% | 19%[9.22 µM] | 12% | 2% |
| Cc1ccc(NC(=O)c2ccc(S(=O)(=O)N3CCOCC3)cc2)nc1 | -10% | -16% | -7% | 20%[38.3 µM] | -12% | 0% | 0% |
| O=c1[nH]n2c(=O)c3c([nH]c2c1N=Nc1cccc(Cl)c1)CCCC3 | -8%[1.9 µM] | -4% | -4% | 20% | ? | -6% | -3% |
| O=C(NCc1ccccc1)c1ccccc1Br | -35%[inhibitor] | -13% | 0% | 6% | 2% | 5% | -21% |
| Nc1nc(SCC(=O)NCc2ccccc2Cl)[nH]c(=O)c1NC(=O)c1ccccc1F | 5%[10 µM] | 2% | 15% | 1% | 17% | 3% | -2% |
| CCOc1ccc(NC(=O)CSc2nc3ccccc3c(=O)n2CCCC(=O)NCCCN2CCCC2=O)cc1 | -40% | 6% | -15% | -4% | -4% | 7% | 5% |
| CCOC(=O)C1CCN(S(=O)(=O)c2ccc(C(C)=O)cc2)CC1 | 7%[10 µM] | -3% | -5% | -12% | 1% | 0% | -6% |
| O=C(NC(=S)Nc1nc(-c2ccccc2)cs1)c1cccnc1 | -51%[inhibitor] | 1% | 26% | -8% | -2% | 0% | 4% |
| COc1ccc(CNc2nc(-c3c(C)noc3C)nc3ccccc23)c(OC)c1 | -52%[inhibitor] | . | 7% | 12% | . | . | 0% |
| Cc1cccc(C)c1NC(=O)CNc1ccccc1 | -2%[10 µM] | 10% | -8% | 19%[38.3 µM] | -9% | -1% | 8% |

Structural class, those above containing fluorine (6)
| mol | HTT cytoprotect | GAA inh | GoLoco inh red | IMPase Li cell | HTT aggregate | GAA glycogen | GAA spleen mod |
| --- | --- | --- | --- | --- | --- | --- | --- |
| O=c1c2cc(Br)ccc2nc(-c2cccc(C(F)(F)F)c2)n1O | -73%[inhibitor] | 5% | 9% | -16%[38.3 µM] | ? | 4% | 4% |
| O=C(Nc1cccc(C(F)(F)F)c1)c1cccnc1N1CCN(c2ccccc2)CC1 | -55%[inhibitor][10 µM] | -8% | -4% | 30%[38.3 µM] | ? | -14% | 2% |
| Cc1noc(C)c1-c1nccc(Nc2ccc(F)cc2)n1 | -41%[inhibitor] | . | -7% | 14% | . | . | -2% |
| Fc1ccc2[nH]c3c(N4CCN(C5CCCCC5)CC4)ncnc3c2c1 | -12% | -5% | . | . | -21% | -10% | 0% |
| O=C(O)CCCn1cc(NC(=O)c2ccc(F)cc2)cn1 | -9% | 14% | 6% | 5% | 22% | 9% | -2% |
| Nc1nc(SCC(=O)NCc2ccccc2Cl)[nH]c(=O)c1NC(=O)c1ccccc1F | 5%[10 µM] | 2% | 15% | 1% | 17% | 3% | -2% |
